PP1 inh – PP1-alpha phosphatase inhibitors, primary screen, counter-screen for PP5 inhibitor project, biochemical, fluorescence, OMFP substrate, single point. Serine/threonine-protein phosphatase PP1-alpha catalytic subunit (Homo sapiens), P62136. 0.9% of 320,000 active. AID 2235, 2010. inhibition, % at 6.7 µM. purified PP1alpha;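 active = inhibition above the mean inhibition of all tested compounds plus 3 SD, computed separately for each screening campaign, cut at about 15% in these data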
Target sequence (P62136 whole entry, looked up): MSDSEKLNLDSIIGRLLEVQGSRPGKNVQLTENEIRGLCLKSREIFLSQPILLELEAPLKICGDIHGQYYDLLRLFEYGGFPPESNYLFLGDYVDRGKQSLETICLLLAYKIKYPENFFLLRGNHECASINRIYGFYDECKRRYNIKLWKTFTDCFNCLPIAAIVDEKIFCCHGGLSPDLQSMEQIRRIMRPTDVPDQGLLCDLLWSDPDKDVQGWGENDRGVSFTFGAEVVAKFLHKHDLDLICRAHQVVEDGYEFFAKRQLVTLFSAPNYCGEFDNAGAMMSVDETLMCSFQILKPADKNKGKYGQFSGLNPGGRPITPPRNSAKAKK
TPT1 inh – Candida albicans TPT1 enzyme inhibitors, primary screen, biochemical, fluorescence polarization. inhibition, % at 5 µM. AID 1962, 2009. 0.81% of 300,000 active. recombinant caTPT1, FP RNA substrate dephosphorylation. tRNA 2'-phosphotransferase TPT1 (Candida albicans SC5314);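 active = inhibition above the mean of all tested compounds plus 3 SD, set per screening campaign, cut at about 24% in these data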;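 note: plate controls were DMSO alone for no effect and ferristatin control at 100 nM for full effect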
proCasp7 act – procaspase-7 activators, primary screen, counter-screen for procaspase-3 activator project, biochemical, absorbance, HTS, human. 0.093% of 330,000 active. recombinant procaspase-7, Ac-DEVD-pNA absorbance 405 nm; D23A/D198A/D206A triple mutant, cannot self-cleave; scale: DMSO 0, 5 µM enzyme 100. activation, % at 8.5 µM. Caspase-7 (Homo sapiens), P55210;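 active = percent activation above the screen-wide mean plus 3 SD, cut at about 25% in these data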
Target sequence (P55210 whole entry D23A/D198A/D206A): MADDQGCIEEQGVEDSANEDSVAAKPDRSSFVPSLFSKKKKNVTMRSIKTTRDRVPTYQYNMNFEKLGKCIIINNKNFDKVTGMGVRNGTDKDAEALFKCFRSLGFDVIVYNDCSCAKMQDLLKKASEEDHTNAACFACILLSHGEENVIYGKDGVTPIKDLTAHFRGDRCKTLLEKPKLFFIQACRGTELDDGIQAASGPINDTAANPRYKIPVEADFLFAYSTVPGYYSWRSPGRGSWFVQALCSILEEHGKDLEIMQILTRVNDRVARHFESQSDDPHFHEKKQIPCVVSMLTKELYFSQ
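Assay system: Uncleavable procaspase-7 mutant enzyme; Input: 2 µM procaspase-7 mutant as dispensed; Also added: DEVD-pNA substrate; Medium: Zinc-free HEPES pH 7.4 with 300 mM NaCl, 0.01% Triton X-100; Timing: 1 h compound preincubation, 2 h substrate cleavage, 25 °C; Measured by: Epi-absorbance of released pNA at 405 nm, two timepoints.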
PP5 inh – PP5 phosphatase inhibitors, primary screen, biochemical, fluorescence; Serine/threonine-protein phosphatase 5 (Homo sapiens), P53041; purified PP5c, OMFP substrate fluorescence; inhibition, % at 6.7 µM; 0.18% of 320,000 active;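 active = inhibition above the campaign's mean inhibition across all tested compounds plus 3 SD, cut at about 9.5% in these data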;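 note: 0% = DMSO only and 100% = 100 µM cantharidin control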
PAFAH2 inh – PAFAH2 enzyme inhibitors, primary screen, biochemical, fluorescence polarization, human. recombinant PAFAH2, FP-rhodamine activity probe. inhibition, % at 3.39 µM. 0.99% of 340,000 active. Platelet-activating factor acetylhydrolase 2, cytoplasmic (Homo sapiens), Q99487;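 active = inhibition above the mean over all tested compounds plus 3 SD, cut at about 30% in these data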;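 note: inhibitors block probe labeling of enzyme so polarization drops; 0% = enzyme with DMSO and 100% = wells lacking PAFAH2 protein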
AHR act – AHR activators, primary screen, cell-based, luminescence, luciferase reporter, human. AHR-responsive luciferase reporter cells. activation, % at 5 µM. 2.5% of 320,000 active. AID 2796, 2010; in the data active = activation above about 47%;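 note: 0% = vehicle wells and 100% = reference agonist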
HCV core dimer – inhibitors of HCV core protein dimerization, primary screen, biochemical, TR-FRET, high-throughput; 0.33% of 300,000 active; inhibition, % at 5 µM; TR-FRET GST/Flag-core106 dimerization, 1536-well;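 active = inhibition above the mean of all tested compounds plus 3 SD, set per screening campaign, cut at about 45% in these data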
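System: GST/Flag-tagged HCV core106 proteins. Incubation: compound-protein-antibody incubation 4 h at 22.5 °C. Technique: HTRF with 340 nm excitation, 617/671 nm emission. Medium: KF-containing HEPES buffer, pH 7.45, DTT, CHAPS, BSA. Read-out: inhibition (%) from 671 over 617 nm ratio. Also added: Eu(K)-anti-GST 90 ng/mL plus XL665-anti-Flag 1 µg/mL.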
CTSL1 counter – Fasciola hepatica cathepsin L1 inhibitors, primary screen, counter-screen for PFM18AAP inhibitor project, biochemical, QFRET, fluorogenic peptide substrate | AID 1906, 2009 | recombinant F. hepatica cathepsin L1, Z-Leu-Arg-MCA fluorescence | inhibition, % at 5.96 µM | 0.49% of 300,000 active;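 active = inhibition above the mean of all tested compounds plus 3 SD, set per screening campaign, cut at about 17% in these data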;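 note: 0% = plate median of test compound wells and 100% = 1 µM Z-Phe-Ala-diazomethylketone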
procasp3 activ – activators of human procaspase-3 D3A mutant, primary screen, biochemical, absorbance, PC-3 D3A mutant, single concentration. Caspase-3 (Homo sapiens), P42574. recombinant procaspase-3 D3A, Ac-DEVD-pNA absorbance 405 nm. activation, % at 8.5 µM. 0.11% of 330,000 active;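 active = activation above the mean of all tested compounds plus 3 SD, cut at about 21% in these data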;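 note: 0% = DMSO alone and 100% = DMSO wells spiked with extra 5 µM PC-3 D3A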
Target sequence (P42574 whole entry D9A/D28A/D175A): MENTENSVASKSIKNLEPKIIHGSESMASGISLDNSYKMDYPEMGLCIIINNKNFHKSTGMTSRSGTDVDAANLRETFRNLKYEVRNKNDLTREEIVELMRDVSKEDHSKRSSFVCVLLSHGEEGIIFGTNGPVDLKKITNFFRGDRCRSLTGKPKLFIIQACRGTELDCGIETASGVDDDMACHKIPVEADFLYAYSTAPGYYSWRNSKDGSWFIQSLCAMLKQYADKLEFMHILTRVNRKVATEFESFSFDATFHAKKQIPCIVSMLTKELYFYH
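Test system: Procaspase-3 D3A mutant, all three cleavage aspartates alanine | Dosing: Single dose, 8.5 µM nominal compound, 0.8% DMSO | Schedule: 1 h preincubation, 2 h reaction | Technique: 405 nm absorbance of p-nitroaniline, reads at 0 and 120 min | Repeats: One well per compound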
Active calls of the source: *.

`Cc1cc(NC(=O)CCC(=O)N(Cc2ccco2)C2(C(=O)NC3CCCC3)CCCCC2C)no1` (configuration not stated) gave PP1 inh -0.9, TPT1 inh -1.5, proCasp7 act -6.2, PP5 inh 1.3, PAFAH2 inh 2.0, AHR act 1.3, HCV core dimer 3.6, CTSL1 counter -2.2 and procasp3 activ 7.2.
`CSc1oc(-c2ccccc2)nc1S(=O)(=O)c1ccc(C)cc1` gave PP1 inh 6.4, TPT1 inh 2.9, proCasp7 act 1.4, PP5 inh 2.8, PAFAH2 inh -0.1, AHR act -1.3, HCV core dimer 3.9, CTSL1 counter 4.8 and procasp3 activ -4.1.
Cn1c(-c2cnn(-c3ccccc3)c2N)n[nH]c1=S was read as PP1 inh -1.2, TPT1 inh -4.5, proCasp7 act 0.7, PP5 inh -1.8, PAFAH2 inh -0.5, AHR act -1.8, HCV core dimer -6.1, CTSL1 counter -2.7 and procasp3 activ -3.8.
COc1ccc(-n2nc(C(=O)NCC(=O)NC3CCCCC3)c3ccccc3c2=O)c(OC)c1 was read as PP1 inh -0.7, TPT1 inh -1.3, proCasp7 act -3.9, PP5 inh -1.8, PAFAH2 inh -0.4, AHR act -0.4, HCV core dimer -3.5, CTSL1 counter -0.9 and procasp3 activ 1.3.
Screening CC(=O)N1CCN2C(=O)C1CCCC(=O)c1cc(C)ccc12 (configuration not stated) returned PP1 inh -4.1, TPT1 inh 1.8, proCasp7 act 3.3, PP5 inh -0.5, PAFAH2 inh -4.8, AHR act -0.2, HCV core dimer -0.9, CTSL1 counter -1.5 and procasp3 activ 4.8.
OCCCn1c(C2CCCN2c2nc(-c3ccc(Cl)cc3)cs2)nc2cc(Cl)c(N3CCCCC3)cc21 (configuration not stated) was read as PP1 inh 11.3, TPT1 inh 8.2, proCasp7 act -1.4, PP5 inh 3.2, PAFAH2 inh 9.4, AHR act 10.6, HCV core dimer 1.6, CTSL1 counter -2.1 and procasp3 activ 2.3.
O=C(/C=C/Nc1cccc(C(F)(F)F)c1)c1ccco1 was read as PP1 inh 0.8, TPT1 inh 1.8, proCasp7 act 10.3, PP5 inh 0.3, PAFAH2 inh -3.8, AHR act 5.0, HCV core dimer 9.1, CTSL1 counter 5.2 and procasp3 activ 0.6.
Screening CCOc1ccccc1-c1nc(-c2cc3ccc(C)cc3[nH]c2=O)no1 returned PP1 inh -1.4, TPT1 inh 1.3, proCasp7 act 5.4, PP5 inh 8.3, PAFAH2 inh 51.8*, AHR act 6.1, HCV core dimer 13.1, CTSL1 counter 4.8 and procasp3 activ 7.7.
O=C(O)CSCC(=O)Nc1ccccn1 was read as PP1 inh -2.1, TPT1 inh -4.3, proCasp7 act 10.5, PP5 inh -3.0, PAFAH2 inh -4.3, AHR act -2.8, HCV core dimer -4.5, CTSL1 counter -1.5 and procasp3 activ 12.2.
CCCCCCCCC(=O)N/N=C(\C)c1ccco1 was read as PP1 inh 0.4, TPT1 inh 0.4, proCasp7 act 6.9, PP5 inh 1.1, PAFAH2 inh 4.2, AHR act 0.8, HCV core dimer 3.4, CTSL1 counter -0.9 and procasp3 activ 2.8.
`CC1(C)Cc2c(c(-c3ccccc3)nc(N3CCCC3)c2C(N)=O)CO1` gave PP1 inh -2.5, TPT1 inh -0.5, proCasp7 act -1.3, PP5 inh -0.2, PAFAH2 inh -9.1, AHR act 17.1, HCV core dimer 4.5, CTSL1 counter -2.5 and procasp3 activ 0.1.
For COc1ccc(C(CNC(=O)c2ccc(S(=O)(=O)N(C)C)cc2)N2CCCC2)cc1 (configuration not stated) the results were PP1 inh 1.0, TPT1 inh 3.4, proCasp7 act 6.1, PP5 inh -0.6, PAFAH2 inh 1.3, AHR act 0.7, HCV core dimer 1.5, CTSL1 counter -1.4 and procasp3 activ -0.8.
For NNC(=O)Nc1cccc(C(F)(F)F)c1 the results were PP1 inh -1.2, TPT1 inh 1.3, proCasp7 act 1.9, PP5 inh 0.3, PAFAH2 inh -2.4, AHR act 13.0, HCV core dimer -1.0, CTSL1 counter -1.0 and procasp3 activ 2.5.
C[C@H](CO)N1C[C@H](C)[C@@H](CN(C)S(=O)(=O)c2cccs2)Oc2ccc(NC(=O)c3ccncc3)cc2C1=O was read as proCasp7 act 9.1, PAFAH2 inh 2.2, AHR act 0.4 and procasp3 activ 3.8.
For Cc1ccc(C(=O)CCC(=O)OCc2nnc(-c3ccccc3)o2)cc1 the results were PP1 inh -1.7, TPT1 inh 1.9, proCasp7 act 5.9, PP5 inh -0.2, PAFAH2 inh 3.8, AHR act -2.4, HCV core dimer -1.6, CTSL1 counter -42.6 and procasp3 activ -11.7.
For CC12CCC(C(=O)NCCCN3CCOCC3)(OC1=O)C2(C)C (configuration not stated) the results were PP1 inh -2.9, TPT1 inh -4.1, proCasp7 act 4.8, PP5 inh 0.0, PAFAH2 inh -0.6, AHR act 2.0, HCV core dimer -3.9, CTSL1 counter 12.3 and procasp3 activ -3.6.
Screening C/C(=N/NC(=O)c1sc(NS(=O)(=O)c2ccc(C)cc2)nc1C)c1sc(N)nc1C returned PP1 inh 1.1, TPT1 inh 1.9, proCasp7 act -6.0, PP5 inh -0.4, PAFAH2 inh 7.4, AHR act 0.2, HCV core dimer -14.4, CTSL1 counter -3.4 and procasp3 activ -2.1.
Screening COc1cc(C2C(C(=O)c3cccs3)=C(O)C(=O)N2CCN2CCOCC2)cc(OC)c1OC (configuration not stated) returned PP1 inh -0.5, TPT1 inh 2.2, proCasp7 act 5.4, PP5 inh 4.2, PAFAH2 inh 4.0, AHR act 3.2, HCV core dimer -4.5, CTSL1 counter -1.9 and procasp3 activ -5.3.
Screening NC(=O)C1CCN(C(=O)c2cc(S(=O)(=O)N3CCOCC3)c(Cl)cc2Cl)CC1 returned PP1 inh 1.0, TPT1 inh -1.6, proCasp7 act -1.4, PP5 inh -0.7, PAFAH2 inh 0.6, AHR act 2.2, HCV core dimer 1.1, CTSL1 counter 1.1 and procasp3 activ -1.4.
For COC(=O)c1c(C(=O)OC)c(-c2ccc(F)cc2)n2c1CS(=O)C2 (configuration not stated) the results were PP1 inh 2.4, TPT1 inh 0.4, proCasp7 act 0.0, PP5 inh -1.0, PAFAH2 inh 7.1, AHR act -1.1, HCV core dimer 1.2, CTSL1 counter -3.5 and procasp3 activ 0.2.
For Cn1c(=NC(=O)c2cccc([N+](=O)[O-])c2)sc2ccccc21 the results were PP1 inh -3.5, TPT1 inh -1.3, proCasp7 act 1.6, PP5 inh -1.8, PAFAH2 inh 1.2, AHR act 18.7, HCV core dimer 0.4, CTSL1 counter -2.1 and procasp3 activ -4.2.
`O=C(NCCCn1ccnc1)c1sc2cccc(F)c2c1Cl` gave PP1 inh -1.8, TPT1 inh 1.2, proCasp7 act 7.5, PP5 inh 1.5, PAFAH2 inh -1.0, AHR act 78.2*, HCV core dimer 2.5, CTSL1 counter -5.2 and procasp3 activ -2.5.
Screening COc1ccc(CSc2nnnn2Cc2ccccc2)cc1OC returned PP1 inh -1.5, TPT1 inh 2.6, proCasp7 act 1.3, PP5 inh 2.1, PAFAH2 inh 3.6, AHR act 0.9, HCV core dimer -0.5, CTSL1 counter 1.1 and procasp3 activ -1.1.
Screening COc1ccc(CNC(=O)COc2cccnc2[N+](=O)[O-])cc1 returned PP1 inh -3.4, TPT1 inh -0.4, proCasp7 act -9.4, PP5 inh 1.2, PAFAH2 inh 1.3, AHR act 5.7, HCV core dimer 9.5, CTSL1 counter 3.5 and procasp3 activ 8.0.
`COC(=O)c1c(-c2ccc(S(C)(=O)=O)cc2)sc2ccc(OC)cc12` gave proCasp7 act 7.7, PAFAH2 inh 6.4, AHR act 0.2 and procasp3 activ -4.8.
For O=C(c1c(F)cccc1F)N(Cc1ccccn1)C1CCCC1 the results were PP1 inh -5.4, TPT1 inh 1.3, proCasp7 act 3.1, PP5 inh -1.5, PAFAH2 inh 2.8, AHR act -1.5, HCV core dimer 0.0, CTSL1 counter 0.8 and procasp3 activ -0.6.
`COC(=O)C1CCN(C(=O)/C=C/c2ccccc2)CC1` gave PP1 inh -1.3, TPT1 inh 0.3, proCasp7 act -0.8, PP5 inh 2.2, PAFAH2 inh 6.7, AHR act 6.8, HCV core dimer -1.1, CTSL1 counter -3.4 and procasp3 activ -7.8.
`COc1cc2c(cc1OC)CN(C(=O)c1sccc1C)CC2` gave PP1 inh -5.2, TPT1 inh -1.4, proCasp7 act 7.5, PP5 inh -0.4, PAFAH2 inh -1.3, AHR act 0.1, HCV core dimer -0.5, CTSL1 counter 1.3 and procasp3 activ -4.2.
Screening COC(=O)c1sc(-c2ccc(Cl)cc2)cc1NC(=O)c1ccccc1C(=O)O returned PP1 inh 2.4, TPT1 inh -3.9, proCasp7 act 5.2, PP5 inh -1.1, PAFAH2 inh -7.6, AHR act 8.1, HCV core dimer 24.0, CTSL1 counter 4.1 and procasp3 activ -2.6.
O=C(CCCC(=O)N1CCN(c2ccccc2F)CC1)c1ccccc1 was read as PP1 inh -3.0, TPT1 inh -5.0, proCasp7 act 3.8, PP5 inh 1.9, PAFAH2 inh 3.1, AHR act 3.7, HCV core dimer 4.7, CTSL1 counter 3.8 and procasp3 activ 9.8.
Cc1ccc(-c2nc(N)n(C(=O)c3ccco3)n2)cc1 was read as PP1 inh -9.7, TPT1 inh 1.8, proCasp7 act 5.2, PP5 inh 0.3, PAFAH2 inh -4.6, AHR act 2.7, HCV core dimer 1.1, CTSL1 counter -3.3 and procasp3 activ 6.8.
Screening COC(=O)c1[nH]c2c(c1C)C(=O)CC(c1cc(OC)ccc1OC)C2 (configuration not stated) returned PP1 inh -1.8, TPT1 inh -3.1, proCasp7 act 14.4, PP5 inh 2.4, PAFAH2 inh -3.8, AHR act 41.8, HCV core dimer 3.1, CTSL1 counter -2.0 and procasp3 activ -1.7.
COCCn1c(CN2CCN(c3ccccc3)CC2)nc2c1c(=O)n(C)c(=O)n2C was read as PP1 inh -2.0, TPT1 inh -23.1, proCasp7 act 14.8, PP5 inh 2.9, PAFAH2 inh 2.4, AHR act -0.1, HCV core dimer -3.9, CTSL1 counter 0.9 and procasp3 activ -1.6.

High-throughput results deposited in PubChem by The Scripps Research Institute Molecular Screening Center.
